FEN1 inh: blocks human flap endonuclease 1; P39748; Recombinant FEN1 flap cleavage, fluorescence, 15 min; Potency, µM (doses to about 114 µM), inactives show top-dose activity change, negative = inhibition, usual class: inhibitors; actives 0.35% (n = 390,000); AID 588795; further: nearly all actives have a fitted effect of over 65% in size
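Concentration–response screening of FEN1 (10 nM): 15 min compound preincubation at room temperature, reaction started with 50 nM substrate and read at 0 and 15 min. Corrected, normalized data were fitted by a four-parameter Hill equation.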
GCN5L2 inh: blocks human GCN5L2 histone acetyltransferase; AID 504327; Q92830; GCN5L2 HAT assay, ThioGlo1 CoA-SH fluorescence; actives 0.21% (n = 390,000); Potency, µM (highest dose often 58.9 µM), for inactives: top-dose activity change, negative = inhibition, most hits filed as inhibitors
Target sequence (Q92830 whole entry, looked up): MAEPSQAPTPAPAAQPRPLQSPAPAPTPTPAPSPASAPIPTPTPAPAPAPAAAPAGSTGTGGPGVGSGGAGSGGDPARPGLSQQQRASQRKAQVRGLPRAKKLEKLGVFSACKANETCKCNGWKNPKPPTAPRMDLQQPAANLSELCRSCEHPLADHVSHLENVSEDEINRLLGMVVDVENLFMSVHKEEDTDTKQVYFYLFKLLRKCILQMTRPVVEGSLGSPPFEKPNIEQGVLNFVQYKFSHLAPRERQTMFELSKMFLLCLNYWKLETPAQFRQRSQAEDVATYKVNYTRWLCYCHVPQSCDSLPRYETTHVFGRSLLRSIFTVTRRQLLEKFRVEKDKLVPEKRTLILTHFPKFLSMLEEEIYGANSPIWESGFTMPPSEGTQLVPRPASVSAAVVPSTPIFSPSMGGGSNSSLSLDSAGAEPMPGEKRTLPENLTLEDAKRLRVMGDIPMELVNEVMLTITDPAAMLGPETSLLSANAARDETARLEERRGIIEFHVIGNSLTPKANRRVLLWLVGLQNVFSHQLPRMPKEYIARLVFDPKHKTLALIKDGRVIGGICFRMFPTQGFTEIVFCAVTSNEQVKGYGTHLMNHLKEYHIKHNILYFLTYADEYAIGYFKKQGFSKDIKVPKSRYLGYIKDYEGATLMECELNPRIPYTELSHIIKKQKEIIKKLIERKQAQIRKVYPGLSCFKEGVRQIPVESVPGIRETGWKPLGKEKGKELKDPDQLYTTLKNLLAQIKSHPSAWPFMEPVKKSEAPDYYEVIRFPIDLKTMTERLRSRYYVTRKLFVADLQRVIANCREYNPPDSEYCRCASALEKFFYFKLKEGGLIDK
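Free CoA generated was detected with ThioGlo1 (50uM) fluorescence at Ex340nm/Em540nm, read immediately and after 20 min at room temperature. Enzyme, 20 nM in HEPES pH 7.5 buffer, saw compounds 15 min before adding 75uM H3(1-25) peptide and 70uM acetyl-CoA.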
N370S GC: inhibits or activates N370S mutant glucocerebrosidase | P04062 | N370S GC spleen homogenate, 4MU-glucoside fluorescence | Potency, µM (highest dose often 59.4 µM), for the others: at the highest dose activity change, negative = inhibition, usual class: inhibitors | actives 0.092% (n = 330,000);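 further: 0% = full enzyme activity and -100% = no enzyme basal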
* hit, by the source's call; ? = inconclusive; · = no result given; & = joins results of further samples; [ ] = remark or other dose. The call rests on the fitted dose curve; in most records, active means well fitted curve in the direction sought with a large enough effect; inconclusive means small, poorly fitted or top-dose-only effect, or another doubt; inactive means no such curve, though single readings can be large; an effect the other way counts as inactive or inconclusive. Unless noted, on the % scale 0 is the no-effect control and ±100 the full control effect; potency means the concentration at half of the fitted maximal effect.

SMILES,N370S GC,FEN1 inh,GCN5L2 inh
CN1CCN(C2(CNC(=O)c3ccc([N+](=O)[O-])cc3)CCCCC2)CC1,·,17%,1%
CCOc1ccc2cc(C(=O)c3ccccc3)c(=O)oc2c1,8%,7%,-6%
O=C(CNC(=O)c1ccco1)NNC(=O)c1ccc(Br)cc1,·,-17%,-6%
CS(=O)(=O)c1ccc(C(=O)OCC(=O)NC(=O)Cc2ccccc2)cc1,-3%,-11%,-10%
CCOC(=O)C1=C(N)n2c(s/c(=C\c3cccnc3)c2=O)=C(C(=O)OCC)C1c1cccnc1 (stereo not drawn),1%,·,2%
Cc1ccc(CC(=O)Nc2cccc(C)n2)cc1,1%,-11%,-8%
O=C(Cn1nnc(-c2ccccc2)n1)NC(=O)NC1CCCC1,·,0%,-1%
O=C(NC(=S)NNC(=O)c1cccs1)c1ccc(Br)o1,-2%,-16%,-1%

(cont.)
SMILES,N370S GC,FEN1 inh,GCN5L2 inh
CC(C)CCNC(=O)CN(Cc1ccccc1)C(=O)CCC(=O)Nc1ccccn1,4%,-6%,-1%
CN(C)c1ccc(C(=O)/C=C/c2ccccc2)cc1,?,2%,-9%
COc1cc(-c2nnco2)cc(OC)c1OC,0%,14%,-5%
COc1ccccc1N1CCN(CC(=O)c2c(C)n(C)c3ccccc23)CC1,-2%,-4%,-6%
Cc1ccc(C)c(CSc2nc3ccncc3n2CC(=O)Nc2ccc(N(C)C)cc2)c1,·,-6%,2%
CCOC(=O)C1=C(CN2CCC(C)CC2)NC(=O)NC1c1ccc(Cl)cc1 (stereo not drawn),-6%,-21%,-4%
COc1cc(NC(=O)c2ccc3snnc3c2)cc(OC)c1,0%,-2%,-1%
O=S(=O)(c1cccc(C(F)(F)F)c1)N1CCC(CO)(CCCc2ccccc2)CC1,-3%,-25%,-14%

New compounds follow.
SMILES,N370S GC,FEN1 inh,GCN5L2 inh
CCOC(=O)c1ccc(N=NN(C)C)cc1,-1%,-2%,-4%
Cc1ccc(S(=O)(=O)N(C)c2ccc(OCC(=O)NC3=NCCS3)cc2)cc1,-2%,7%,0%
Cc1csc(CNc2ncnc3ccc(-c4ccoc4)cc23)c1,-9%,-17%,-10%&1%
CCOC(=O)Cc1nnc(NC(=O)COc2ccc(OC)cc2)s1,-1%,-7%,-10%
Cc1[nH]c2ccccc2c1C(c1ccccn1)N1CCC(C(N)=O)CC1 (stereo not drawn),7%,3%,-4%
Cc1cccc(C)c1NC(=O)Cn1c(=O)n(Cc2ccc(C(=O)NCc3ccco3)cc2)c(=O)c2sccc21,·,-6%,-15%
O=C(Cn1c(=O)cnc2ccccc21)Nc1cc(Cl)ccc1N1CCOCC1,·,14%,-7%
C/C(=N\Nc1ccc([N+](=O)[O-])cc1)c1ccc(-n2nncc2C)cc1,-10%,-1%,-7%

Additional results follow.
SMILES,N370S GC,FEN1 inh,GCN5L2 inh
CCn1c(COc2cccc(C)c2)nc2ccccc21,19%,-8%&-2%,-19%&2%
COc1ccc2[nH]cc(CCNC(=O)c3ccco3)c2c1,·,-1%,-5%
CCOC(=O)c1c(C)cc(C)[nH]c1=O,7%,-1%,-8%
CCN(CC)c1ccc(NS(=O)(=O)c2cc(-c3cc(C)no3)ccc2C)c(C)c1,·,1%,18%
C=C(c1ccc(OC)cc1)c1ccc(OC)cc1,6%,9%,0%
CCSc1nnc(NC(=O)c2cccs2)s1,-6%,8%,-4%
Cc1cc(NC(=O)c2ccc(Br)o2)ccc1NC(=O)c1ccco1,-2%,-2%,0%
COc1ccc(OC)c(-c2csc(NC(=O)COC(=O)c3ccc(NC(=O)CC#N)cc3)n2)c1,·,79µM*,?

Remaining list, next part
SMILES,N370S GC,FEN1 inh,GCN5L2 inh
COC(=O)c1ccccc1Oc1ccc(NC(=O)CCCl)cc1,-1%,2%,-5%
O=C(c1ccccn1)N1N=C2/C(=C/c3ccccc3)CCCC2C1c1ccccc1 (stereo not drawn),1%,-10%,-6%
O=c1c2ccccc2nc(N/N=C/c2ccccc2)n1O,1%,?,2%
O=C(COc1ccc2c3c(c(=O)oc2c1)CCCC3)NCc1ccncc1,-1%,-13%,?
Cc1ccc(N=C2NC(=O)C(CC(=O)O)S2)cc1 (stereo not drawn),-3%,-2%,1%
COc1ccccc1N1CCN(CCCNC(=O)Nc2ccccc2C)CC1,-6%,-2%,2%
O=C(CCn1c(=O)c2ccccc2n(Cc2ccc(F)cc2Cl)c1=O)NCc1ccc2c(c1)OCO2,·,-6%,-3%
Cc1ccccc1NC(=O)COc1nsnc1N1CCOCC1,20%,5%,-3%

(listing goes on)
SMILES,N370S GC,FEN1 inh,GCN5L2 inh
CCCCN(C)CCCNC(=O)c1cn(C)c2ccc(S(=O)(=O)N(C)C3CCCCC3)cc2c1=O,-2%,7%,-6%
Cc1cccc(C)c1OCc1cc(C(=O)N2CCN(Cc3nccn3C)CC2)no1,-11%,-1%,-2%
COc1ccc(C2/C=C\CN(C(=O)NC34CC5CC(CC(C5)C3)C4)CC(=O)N2Cc2ccc(F)cc2)cc1 (stereo not drawn),0%&5%,-14%&-7%,8%
O=C(NCCN1CCOCC1)c1cc(=O)[nH]c2ccc(Br)cc12,-1%,-5%,-4%
Cc1ccc(NC(=O)Cc2ccc(F)cc2)cc1,6%,-5%,-1%
Cc1ccc(N=C2c3ccccc3C(=O)C2[N+](=O)[O-])cc1C (stereo not drawn),-5%,-7%,-12%
COCCNC(=O)CN1C(=O)COc2ccc(S(=O)(=O)N3CCCCCC3)cc21,0%,-3%&17%,3%&1%
Nc1nnc(Cc2ccc(F)cc2)s1,-7%,-7%,-17%

(next part)
SMILES,N370S GC,FEN1 inh,GCN5L2 inh
Cc1ccc(C)c(OCCN2CCOCC2)c1,1%,-1%,-13%
Cc1ccc(C(=O)CSc2nc(C(C)C)nc3ccccc23)cc1,5%,0%,-6%
CN(Cc1ccccc1)C(=O)c1[nH]cnc1C(=O)Nc1nccs1,·,-18%,-5%
CCOCCCNC(=O)C(c1ccc(Cl)cc1)N(Cc1cccs1)C(=O)c1ccc(NC(C)=O)cc1 (stereo not drawn),·,5%,-4%
CCO[C@H]1OC(C(=O)O)=C[C@@H](c2csc3ccccc23)[C@@H]1CCCO,3%,1%,-1%
Cc1ccccc1Nc1nc(N)nc(COC(=O)c2cccc(S(=O)(=O)N(C)C)c2)n1,-1%,0%,-2%
CCNC(=O)NC(=O)C(C)OC(=O)c1cccn1C (stereo not drawn),?,-7%,-7%
O=C1C=C(c2cc(Cl)cc(Cl)c2)C[C@@H](c2ccc(F)cc2)C1,·,6%,-12%

New compounds follow.
SMILES,N370S GC,FEN1 inh,GCN5L2 inh
Cc1noc(C)c1S(=O)(=O)Nc1ccc(C(=O)N2CCCCC2)cc1,0%,-3%,-3%
CCSc1nnc(NC(=O)c2nn(C(C)C)c(=O)c3ccccc23)s1,7%,-7%,-19%
COc1cccc(OC)c1C(=O)OCC(=O)N1CC(C)CC(C)C1 (stereo not drawn),·,-4%,1%
O=C(CN(Cc1ccccc1F)C(=O)c1csnn1)NC1CCCCC1,-1%,-1%,-3%
CCN(CC)c1ccc2cc(-c3nc(-c4ccc(OC)cc4)cs3)c(=O)oc2c1,11%,-6%,-5%
CCc1ccc(-n2nc(C)c3c(C)cc(=O)n(CC(=O)Nc4ccccc4C(=O)OC)c32)cc1,·,1%,-1%
COc1cccc(CNCC(=O)Nc2ccc(N3CCOCC3)cc2)c1,-6%,-6%,-3%
CCOC(=O)c1ccc(N(CC(=O)NC2CCCC2)C(=O)CNC(=O)c2ccco2)cc1,-5%,1%,-26%

More results follow.
SMILES,N370S GC,FEN1 inh,GCN5L2 inh
CCOc1ccc(N2C(=O)/C(=C/c3cccs3)N(C)C2=S)cc1,4%,11%,-4%
CC(=O)O[C@@]1(C(C)=O)CCC2C3CC(C)C4=CC(=O)CC[C@@]4(C)C3CC[C@]21C (stereo partly drawn),7%,·,-2%
CCOc1ccc(N(CC(=O)NCCc2ccccc2)C(=O)CCC(=O)Nc2cc(C)ccn2)cc1,-8%,1%,-2%
C=CCNC(=O)c1ccc2c(c1)N(CC)C(=O)c1ccccc1S2,-5%,-9%,0%
C/C(=N/NC(=O)CSc1ccccn1)c1ccc([N+](=O)[O-])cc1,1%,-5%,-1%
Cn1c(=O)cc(SCC(=O)NCCC2=CCCCC2)c2ccc(Cl)cc21,-9%,-1%,-9%
Cc1cnc(CNC(=O)C2CCC(=O)N(Cc3ccc(Cl)cc3)C2)[nH]1 (stereo not drawn),-3%,8%,1%
COc1ccc(-c2cc(NCc3ccc(F)cc3)n3cnnc3n2)cc1,·,-10%,3%

The list goes on.
SMILES,N370S GC,FEN1 inh,GCN5L2 inh
CC(=O)OCC(=O)c1c[nH]c2ccccc12,10%,21%,10%
Cc1cccc([C@@H]2[C@@H]3C(=O)N(C)C(=O)[C@@H]3[C@@H]3C(=O)Nc4ccccc4C(=O)N23)c1,-6%,9%,-20%
Cc1cc(O)c2c(c1O)C(=O)c1c(O)cc(C)c(O)c1C2=O,4%,·,2%
O=[N+]([O-])c1nn(-c2ccc3c(c2)OCCO3)n(O)c1=NC1CCN(Cc2ccccc2)CC1,-1%,-14%,-1%
CCNC(=O)CC1C(=O)N(C)C(=S)N1NC(=O)c1ccc(Cl)cc1 (stereo not drawn),2%,-4%,-1%
CCCCNC(=O)Nc1cc(C(=O)OC)ccc1C,7%,3%,-7%
Cc1ccc2[nH]c3c(N4CCCCCC4)ncnc3c2c1,-23%,·,-4%
O=C(Nc1ccncc1)c1cc2ccccc2cc1O,-26%,3%,-4%

One compound at a time (already shown). Order of screens: N370S GC | FEN1 inh | GCN5L2 inh
`CCOC(=O)c1c(C)cc(C)[nH]c1=O` is listed as 7% | -1% | -8%
`O=C(CNC(=O)c1ccco1)NNC(=O)c1ccc(Br)cc1` is listed as · | -17% | -6%
`O=c1c2ccccc2nc(N/N=C/c2ccccc2)n1O` is listed as 1% | ? | 2%
`C=C(c1ccc(OC)cc1)c1ccc(OC)cc1` is listed as 6% | 9% | 0%
`CCSc1nnc(NC(=O)c2cccs2)s1` is listed as -6% | 8% | -4%

Further compounds follow:
SMILES,N370S GC,FEN1 inh,GCN5L2 inh
COc1ccccc1-c1sc2cc3c(cc2c1C#CC1(O)CCCCC1)OCO3,·,0%,-9%
NC(=O)c1ccccc1NC(=O)CN1CCN(Cc2ccc(Cl)cc2Cl)CC1,-20%,0%,-1%
CCOc1ccccc1-n1nnc(S(=O)(=O)c2ccc(C)cc2)c1N,·,7%,1%
CCc1ccc(C2CC(=O)NC(NC(=O)c3ccc(C(C)(C)C)cc3)=N2)cc1 (stereo not drawn),·,-12%,-2%
CN(C(=O)COC(=O)c1cc(NS(=O)(=O)c2cc([N+](=O)[O-])ccc2Cl)ccc1O)C1CCCCC1,-5%,-7%,-9%
CCC(=O)Nc1cccc(C(=O)OCc2cc(=O)n3nc(CC)sc3n2)c1,·,0%,-5%
Cc1ccc(S(=O)(=O)NC(=O)NCc2ccc3c(c2)OCO3)cc1,-11%,2%,2%
CCN1CCN(CCNC(=O)Cn2c(=O)c3cccn3c3ccc(F)cc32)CC1,3%,-7%,2%

The list goes on.
SMILES,N370S GC,FEN1 inh,GCN5L2 inh
Cc1ccc(NC(=O)c2cc3cc(C)ccc3n2C)cc1,·,20%,-3%
COc1ccc(C)cc1NC(=O)c1sc2nc(C)nc(N3CCOCC3)c2c1C,3%,-1%,-5%
COc1ccc(CCNC(=S)NC(=O)c2cc(OC)c(OC)c(OC)c2)cc1OC,-4%,3%,-8%
Cc1ccc(NC(=O)c2cc(S(=O)(=O)N3CCOCC3)c(Cl)cc2Cl)cc1,·,-2%,22%
Cc1nc2oc3ccccc3c(=O)c2cc1C(=O)O,-8%,16%,-1%
Cc1cc(C(F)(F)F)n(-c2nc(C(=O)N/N=C/c3ccc(F)cc3)cs2)n1,-15%,-3%,-12%
COc1ccccc1NC(=O)C1=C(C)Nc2nc(-c3ccccc3)nn2C1c1ccccn1 (stereo not drawn),-3%[12.8 µM],-9%,-3%
CCOC(=O)C1=C(COC(=O)C(CC)c2ccccc2)NC(=O)NC1C (stereo not drawn),·,0%,-2%

The list continues.
SMILES,N370S GC,FEN1 inh,GCN5L2 inh
COc1cccc(CNC(=O)CCCc2c[nH]c3ccccc23)c1,-10%,3%,-2%
COc1cccc(-c2nc(COc3ccc(Cl)cc3Cl)no2)c1,11%,-22%,-6%
COC(=O)c1cc(NC(=O)Nc2ccccc2)ccc1Cl,6%,-7%,-3%
Cc1nc(-c2ccc(C(=O)Nc3cc(S(N)(=O)=O)ccc3C)cc2)cs1,-3%,-2%,-3%
O=C(OCCN=C1NS(=O)(=O)c2ccccc21)c1ccncc1,5%,2%,4%
COc1cc(/C=C/C(=O)c2ccc(NS(=O)(=O)c3ccc(C)cc3)cc2)ccc1OC(F)F,·,-12%,-14%
CC(C)(C)OC(=O)N1CCCC(C(=O)Nc2ccc(C(=O)N3CCOCC3)cc2)C1 (stereo not drawn),·,-4%,-1%

Source: PubChem BioAssay
